Screening data from PubChem.
CCT modulator = modulators of cytosolic chaperonin (CCT/TRiC) activity; AID 651819; 0.3% of 360,000 active; purified chaperonin ATPase assay, HTRF ADP detection, 30 min; activity change, % (no concentration beside the values), hits read low; in the data active = activity change below about -30%; also: % is scaled to controls: 0 for no effect and ±100 for the full control effect
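First, chaperonin was dispensed at 40 nM or 20 nM final depending on batch activity. Next, compounds were pinned at 76 uM and ATP added at 10 uM. After 30 min at 37 °C, ADP detection reagents ran 30 min at ambient temperature.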
EPAC2 ag = agonists of human EPAC2 (RAPGEF4) | Q8WZA2 | EPAC2 activation, biochemical qHTS; response scale: 100% = 6.5 mM cAMP response | Potency, µM (series often up to 154 µM), without a hit: at the highest dose activation, usual class: activators | 0.079% of 360,000 active | AID 720711; also: potency is read from the fitted curve at half-maximal effect; nearly all actives have a fitted effect of over 50% in size
Target sequence (Q8WZA2 whole entry, looked up): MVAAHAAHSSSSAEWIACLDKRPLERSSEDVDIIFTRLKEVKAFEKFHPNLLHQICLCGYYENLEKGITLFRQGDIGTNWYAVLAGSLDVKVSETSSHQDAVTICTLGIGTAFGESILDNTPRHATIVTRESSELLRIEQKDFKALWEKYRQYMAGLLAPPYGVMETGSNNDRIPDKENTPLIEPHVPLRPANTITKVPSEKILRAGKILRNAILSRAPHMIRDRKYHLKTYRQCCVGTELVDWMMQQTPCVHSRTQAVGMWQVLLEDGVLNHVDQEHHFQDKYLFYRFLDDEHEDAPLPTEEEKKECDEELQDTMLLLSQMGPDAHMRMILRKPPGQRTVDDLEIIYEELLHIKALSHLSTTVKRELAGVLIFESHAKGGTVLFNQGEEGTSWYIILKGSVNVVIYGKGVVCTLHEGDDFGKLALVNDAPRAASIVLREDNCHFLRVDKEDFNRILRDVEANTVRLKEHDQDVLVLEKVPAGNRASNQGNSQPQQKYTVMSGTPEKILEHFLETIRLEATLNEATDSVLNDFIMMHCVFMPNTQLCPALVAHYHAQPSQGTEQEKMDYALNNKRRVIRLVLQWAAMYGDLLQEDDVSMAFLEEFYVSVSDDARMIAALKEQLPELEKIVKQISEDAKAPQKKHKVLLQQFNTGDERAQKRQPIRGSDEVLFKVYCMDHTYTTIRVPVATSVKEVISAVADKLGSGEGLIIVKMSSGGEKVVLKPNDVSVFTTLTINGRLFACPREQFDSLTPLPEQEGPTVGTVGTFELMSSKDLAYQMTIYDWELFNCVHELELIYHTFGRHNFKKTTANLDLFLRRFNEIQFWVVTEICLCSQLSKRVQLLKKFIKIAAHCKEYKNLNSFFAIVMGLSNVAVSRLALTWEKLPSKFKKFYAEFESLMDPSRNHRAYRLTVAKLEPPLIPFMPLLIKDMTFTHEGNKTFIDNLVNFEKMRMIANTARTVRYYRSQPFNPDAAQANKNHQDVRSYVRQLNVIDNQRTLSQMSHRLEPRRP
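Exchange assay: 100 nM EPAC2 with 250 nM Rap1B-BODIPY-GDP and 50 uM GDP. Fluorescence (ex 480/em 540 nm) read every 5 min for 30 min at room temperature. Data normalized to 6.5 mM cAMP as agonist control.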
A549 viability = counter-screen for Nrf2 inhibitors: cytotoxicity in A549 cells; A549 ARE-Fluc cells, CellTiter-Fluor viability, 18-24 h; Potency, µM (highest dose often 46 µM), for inactives: at the top dose activity change, negative = cytotoxicity, hits mostly inhibitors; 0.16% of 390,000 active; also: potency is read from the fitted curve at half-maximal effect; % is scaled to controls: 0 for no effect and ±100 for the full control effect
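Cytotoxicity counterscreen: CellTiter-Fluor fluorescence was measured in A549 ARE_Fluc cells after 18-24 h of compound exposure in a concentration series. The subsequent BugLite luminescent read reports ARE-luciferase activity.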
TGFb SMAD3 inh = blocks TGF-b signaling | HepG2 CAGA-GFP TGF-b/SMAD3 reporter, GFP fluorescence, 18 h; TGF-beta stimulated, 500 pg/mL final | Potency, µM (series often up to 46.1 µM), for the others: top-dose activity, negative = inhibition, usual class: inhibitors | 1.2% of 410,000 active; also: potency is read from the fitted curve at half-maximal effect; % is scaled to controls: 0 for no effect and ±100 for the full control effect; nearly all actives have a fitted effect of over 65% in size
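Cell-based qHTS in HEPG2 carrying a CAGA-GFP Smad reporter; compounds added before 500 pg/mL final TGF-beta, 18 h incubation at 37 degrees C, GFP fluorescence quantified per cell by imaging cytometry.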
EPAC2 antag = blocks human EPAC2 exchange factor; Q8WZA2; EPAC2 GEF exchange of Rap1B-BODIPY-GDP, fluorescence; Potency, µM (highest dose often 114 µM), for inactives: top-dose activity, negative = inhibition, hits mostly inhibitors; 0.18% of 360,000 active; also: potency is read from the fitted curve at half-maximal effect; % is scaled to controls: 0 for no effect and ±100 for the full control effect; nearly all actives have a fitted effect of over 45% in size; many of its hits are not listed in these tables
Nrf2 block = blocks Nrf2 signaling; A549 ARE-Fluc reporter, luciferase luminescence, 18-24 h; Potency, µM (highest dose often 46 µM), for inactives: at the top dose activity change, negative = inhibition, actives largely listed as inhibitors; 2.1% of 360,000 active; also: potency is read from the fitted curve at half-maximal effect; % is scaled to controls: 0 for no effect and ±100 for the full control effect; nearly all actives have a fitted effect of over 60% in size
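Reporter: ARE-Fluc in A549. Exposure: 18-24 h, 37 °C, 5% CO2, 5% FBS OPTI-MEM. Readouts: fluorescent cytotoxicity (CellTiter-Fluor), then luminescent Nrf2 signal after BugLite.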
Nrf2 activator = activates Nrf2 signaling; AREc32 ARE-luciferase reporter (MCF7-derived line), luminescence, 24 h; Potency, µM (titrated, usually from 46.1 µM), for the others: at the highest dose activation, hits mostly activators; 0.31% of 410,000 active; AID 624171; also: potency is read from the fitted curve at half-maximal effect; % of control where 0% means no effect; nearly all actives have a fitted effect of over 65% in size
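ARE-driven firefly luciferase activity in AREc32 cells measured after a 24 hr compound exposure at 37 deg C, using Steady-Glo reagent and a 30 min room-temperature hold.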
Akt phos inh = blocks phosphorylation of Akt; Neuro2A IGF-stimulated pAkt S473 HTRF, 20 min; active compounds read low; activity change, % for hits at 50 µM; 0.32% of 360,000 active; in the data active = activity change below about -80%; inconclusive = mostly about -51% to -80%; also: % is scaled to controls: 0 for no effect and ±100 for the full control effect
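Neuro2A cells in DMEM with 0.5% FBS, overnight at 37 deg C, given compound at single 50 µM final, then IGF (6 nM final) for 20 min at 37 deg C. Lysed; phospho-Akt Ser473 by HTRF after 24 h, 665/615 ratio.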
MmCpn inh = inhibitors of Methanococcus maripaludis chaperonin (MmCpn). purified Mm-Cpn ATPase, ADP Transcreener TR-FRET. Potency, µM (highest dose often 76.9 µM), for inactives: at the highest dose activity, negative = inhibition, usual class: inhibitors. 0.031% of 330,000 active. AID 504842; also: potency is read from the fitted curve at half-maximal effect; % is scaled to controls: 0 for no effect and ±100 for the full control effect; nearly all actives have a fitted effect of over 80% in size
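Purified archaeal Mm-CPN (25nM final) preincubated 10 min at 37degC with compound, then 10uM ATP for 30 min at 37degC; ADP measured by HTRF Transcreener TR-FRET; buffer 30 mM TRIS pH 7.4, 100mM KCl, 5mM MgCl2, 1mM DTT.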
* = called active by the depositor; i = inactive; ? = inconclusive; / = no result given; & = joins results of further samples; [ ] = dose if it differs, or a comment. Unless noted, calls follow the shape of the dose curve; as a rule, active = well fitted curve in the direction sought with a large enough effect; inconclusive = small, poorly fitted or top-dose-only effect, or another doubt; inactive = no such curve, though single readings can be large; an effect the other way counts as inactive or inconclusive. The list is partial; rates above refer to the full screens.

Each structure is followed by: Akt phos inh, EPAC2 ag, Nrf2 activator, TGFb SMAD3 inh, A549 viability, EPAC2 antag, CCT modulator, MmCpn inh, Nrf2 block
- Cc1ccc(S(=O)(=O)CC(=O)N2CCCCCC2)cc1
    i, -5%, -0.2%, -1%, -20%, 6%, -2.5, 2%, 5%
- C/C(=N\NC(=O)c1cc(C)[nH]n1)C(C)(C)C
    i, 1%, 0.3%, -20%, 9%, 3%, -1.1, 0%, -6%
- COc1ccc(-c2nc(NC3=NCCCCC3)sc2C)cc1
    i, 15%, 4.3%, -2%, 14%, -23%, 2.9, -2%, -1%
- Cc1cc(Oc2ccccc2)nc(SCC(=O)Nc2ccc(Cl)c(Cl)c2)n1
    i, -2%, 2.4%, ?, -8%, -2%, -2.8, 0%, ?
- COc1ccc(C(=O)c2ccc(N3CCN(C(=O)c4ccc(F)cc4)CC3)c(F)c2)cc1Br
    i, 8%, 0.2%, 0%, -12%, 2%, 2.9, -9%, ?
- CC1=NNC(=O)C1Cc1ccccc1 (stereo not drawn)
    i, 7%, -0.1%, 3%, -6%, -2%, 0.0, /, 8%
- CC(NC(=O)Nc1ccccc1)c1ccccc1 (stereo not drawn)
    i, 0%, -0.9%, ?, 2%, 11%, 1.3, 1%, 6%
- CS(=O)(=O)NN1C(=O)c2ccccc2NC1c1ccccc1F (stereo not drawn)
    i, 6%, 0.5%, 5%, 6%, 8%, 1.4, 0%, 11%
- COc1ccc(NC(=O)COC(=O)CCCOc2ccc(Cl)cc2Cl)cc1
    i, 4%, -1.0%, ?, 23%, -4%, 0.9, 1%, 3%
- COc1ccccc1CC(=O)Nc1ccc(Cl)cc1C(=O)O
    i, 3%, 0.2%, 4%, -3%, 8%, 1.1, 0%, -7%
- O=C(O)c1cccc(Nc2ccc([N+](=O)[O-])cn2)c1
    i, 18%, 0.3%, -3%, -26%, 15%, 0.6, -1%, 1%
- Cc1ccc(NC(=O)Nc2ccon2)cc1
    i, 2%, -0.3%, -8%, 2%, 4%, -2.6, -2%, 12%
- CCOc1ccccc1N1CCN(C(=O)c2ccc3nc(N)sc3c2)CC1
    i, 2%, 2.4%, 0%, 3%, -4%, -4.9, -1%, -6%
- CCC1CN(C(=O)Nc2cccc3c2CCCC3)c2ccccc2O1 (stereo not drawn)
    /, /, 7.2%, ?, 4%, /, /, /, ?
- C[C@@H]1CN([C@@H](C)CO)S(=O)(=O)c2ccc(Br)cc2O[C@H]1CN(C)C(=O)Nc1ccc2c(c1)OCO2
    i, 15%, 0.2%, -11%, /, 8%, -3.2, /, /
- NS(=O)(=O)c1ccc(CCNC(=O)c2cc(-c3cccs3)nc3ccccc23)cc1
    i, 7%, 4.1%, 0%, 3%, 6%, -2.1, 0%, -3%
- O=C(Nc1ccccc1C(F)(F)F)N1CCCCCC1
    i, 1%, 1.9%, -4%, 7%, 20%, 0.6, -3%, 4%
- O=c1c2ccccc2nc(-c2ccco2)n1-c1nc2ccccc2s1
    i, 9%, ?, -2%, -17%, -21%, -1.1, 0%, 4%
- CCCCNC(=S)N=Nc1c(O)n(Cc2ccccc2)c2ccccc12
    i, 10%, -0.4%, 18%, -10%, -3%, -0.6, 0%, -6%
- CCOc1cc(OCC)cc(C(=O)Nc2cccc(-c3nc4ccccc4[nH]3)c2)c1
    /, /, 24%, ?, ?, /, /, /, ?

Further compounds follow:
Each structure is followed by: Akt phos inh, EPAC2 ag, Nrf2 activator, TGFb SMAD3 inh, A549 viability, EPAC2 antag, CCT modulator, MmCpn inh, Nrf2 block
- O=P(c1ccccc1)(c1ccccc1)C(O)c1ccncc1 (stereo not drawn)
    i, 6%, -0.3%, 5%, -2%, 1%, -0.7, -2%, 10%
- CC(C)(C)c1ccc(/C=N/OCC(=O)NCc2ccc(F)cc2)cc1
    i, 5%, 2.6%, -29%, -4%, -30%, -1.9, -1%, ?
- Cc1cccc(NC(=O)c2c(C)nc3ccccn23)c1
    i, 19%, 6.3%, ?, -2%, -4%, -2.9, 0%, 24%
- COc1ccc(NC(=O)CNC(=O)C2CCCCC2)cc1OC
    i, 3%, 3.6%, -11%, 2%, -5%, -0.9, 0%, 19%
- CC(C)(C)c1ccc(C(=O)NCC(c2cccnc2)N2CCc3ccccc3C2)cc1 (stereo not drawn)
    /, /, -0.1%, ?, 7%, /, /, /, ?
- C=CCNC(=O)N[C@@H](CCSC)C(=O)OC
    i, 7%, -0.5%, -1%, -5%, 6%, -1.6, 1%, 2%
- CC(=O)Nc1ccc(NC(=O)C(C)Sc2nnc(-c3ccc4c(c3)OCO4)o2)cc1 (stereo not drawn)
    i, 6%, 4.0%, -3%, -4%, 0%, -0.7, -2%, ?
- CC(=O)Nc1cccc(NC(=O)CSc2nc(=O)n(Cc3ccncc3)c3c2CCC3)c1
    i, -5%, 0.5%, 6%, -6%, 6%, 0.9, 2%, -4%
- COc1ccc(N=Nc2cc(OC)c(N)cc2OC)cc1
    i, 4%, 9.1%, 0%, -16%, ?, -1.1, /, 4%
- CCc1noc(C)c1C(=O)N1CCN(S(=O)(=O)c2ccc(C)cc2C)CC1
    i, -3%, 0.1%, 9%, 13%, -6%, -1.0, -1%, 4%
- CC1=C(C(=O)Nc2ccccc2)C(CC(C)C)n2nc(SCc3ccccc3C)nc2N1 (stereo not drawn)
    /, /, -0.3%, -4%, 1%, /, /, /, 6%
- CCC(=O)Nc1cc(C)c(NC(=O)c2ccccc2OC)cn1
    i, 7%, -0.7%, 21%, 3%, 5%, -0.1, 2%, 12%
- COc1ccccc1CNS(=O)(=O)c1c(C)nc2scc(C)n2c1=O
    i, 1%, -0.2%&-0.6%, -7%&16%, 1%&1%, -3%, -5.8, -5%, 14%&6%
- Cc1ccccc1C(=O)N1CCC(C(=O)Nc2ccc(S(=O)(=O)N(C)C(C)C)cc2)CC1
    i, -19%, 0.0%, -12%, -10%, -5%, -2.0, 1%, -33%
- COc1ccccc1C(=O)Nc1ccnn1C1CCN(C/C=C/c2ccc(F)cc2)CC1
    i, 4%, 3.5%, 0%, -10%, 3%, -0.4, 1%, -8%
- COC(=O)c1ccccc1COc1cccn2c(N(C)C(=O)CCC3CCCC3)c(C)nc12
    i, 11%, -0.2%, -14%, /, -25%, -1.3, /, /
- Cc1c(C(=O)Nc2ccncc2)sc2nc(-c3ccc(F)cc3)cn12
    i, 0%, 0.4%, -25%, -24%, -15%, 0.5, -24%, ?
- COc1cccc(NC(=O)CN(C)C(=O)CC2CCCCC2)c1
    i, 4%, 0.2%, 7%, -2%, 3%, 0.2, -1%, 0%
- Cc1cc(C)cc(NC(=O)C(NCCN2CCOCC2)c2ccccc2)c1 (stereo not drawn)
    i, -1%, -0.3%, ?, 2%, 5%, -2.9, -5%, 4%
- COC(=O)C(C(=O)NCC1CCCO1)C1CCCC1 (stereo not drawn)
    i, -3%, -0.5%, -7%, 0%, -3%, -0.1, 2%, 14%

An excerpt from above in order of molar mass, lowest first:
Each structure is followed by: Akt phos inh, EPAC2 ag, Nrf2 activator, TGFb SMAD3 inh, A549 viability, EPAC2 antag, CCT modulator, MmCpn inh, Nrf2 block
- CC(C)(C)c1ccc(C(=O)NCC(c2cccnc2)N2CCc3ccccc3C2)cc1 (stereo not drawn)
    /, /, -0.1%, ?, 7%, /, /, /, ?
- CC(=O)Nc1ccc(NC(=O)C(C)Sc2nnc(-c3ccc4c(c3)OCO4)o2)cc1 (stereo not drawn)
    i, 6%, 4.0%, -3%, -4%, 0%, -0.7, -2%, ?
- CC(=O)Nc1cccc(NC(=O)CSc2nc(=O)n(Cc3ccncc3)c3c2CCC3)c1
    i, -5%, 0.5%, 6%, -6%, 6%, 0.9, 2%, -4%

Carrying on.
Each structure is followed by: Akt phos inh, EPAC2 ag, Nrf2 activator, TGFb SMAD3 inh, A549 viability, EPAC2 antag, CCT modulator, MmCpn inh, Nrf2 block
- O=C(NCc1cccs1)C1CCCCC1
    i, 8%, -0.2%, 2%, 1%, -1%, -2.5, 0%, 19%
- O=C(Cc1ccccc1)NN1C(=O)/C(=C/c2ccc(C(=O)O)cc2)SC1=S
    i, 2%, -0.7%, 7%, -1%, 4%, -35*, 3%, -10%
- CC(NC(=O)c1cccc(Nc2nc3ccccc3n3nnnc23)c1)c1ccccc1 (stereo not drawn)
    /, /, -0.4%, ?, ?, /, /, /, ?
- COc1ccc(/C=C2\CCC(C3CCCC3)C2=O)c(OC)c1 (stereo not drawn)
    i, 8%, 0.1%, -4%, 0%, -7%, -1.7, 1%, 1%
- CC(=O)NCCNc1ccc([N+](=O)[O-])cn1
    i, -6%, 6.5%[9.22 µM], 10%, -1%, 1%, -2.0, 3%, 4%
- CCc1ccc(NC(=O)C2=CC(c3ccc4c(c3)OCO4)=NS(=O)(=O)N2C)cc1
    /, /, 3.9%, ?, -1%, /, /, /, 17%
- O=C(CC(=O)Nc1cccc(F)c1)Nc1cccc(F)c1
    i, -3%, 5.8%, -6%, 6%, 2%, 0.8, 2%, ?
- Cc1c2c(nc3nc4ccccc4n13)CC(C)(C)CC2=O
    i, -19%, -0.4%, 8%, 8%, 7%, 0.4, -1%, -5%
- COc1ccc(C#Cc2c(-c3ccsc3)oc3ccc(N4CCOCC4)cc23)cc1
    i, 1%, 1.0%, -8%, 0%, -7%, -2.2, /, 18%
- O=C(NCCc1nc2ccccc2n1Cc1ccc(F)cc1)c1ccco1
    /, /, 1.8%, -4%, 1%, /, /, /, -5%
- COc1ccc(NC(=O)CSc2nnc(-c3ccc(F)cc3)o2)cn1
    i, 0%, 4.1%, 7%, 2%, 12%, 2.6, 0%, 6%
- Cc1ccc(C(=O)NC(=S)Nc2c(C)ccc3nsnc23)cc1
    i, 21%, 2.6%, 16%, 8%, -1%, 2.1, -22%, -4%
